# Assay outcomes from PubChem BioAssay.
# GSK3B inh = blocks human GSK3beta kinase activity | activity score (negative = inhibition), % at 10 µM | GST-GSK3beta kinase, ADP-Glo luminescence, 60 min; active compounds read low | 300,000 tested, 0.038% active;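 active means more than half of replicate wells score below -50%, meaning over 50% inhibition versus plate controls; inconclusive means some replicates but at most half score below -50%; inactive means no replicate scores below -50%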;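 further: 0% = median DMSO wells and -100% = median GW8510 positive control wells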
#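 Assay system: GST-fused GSK3beta enzyme, cell-free / Medium: Tris pH 7.5 buffer with MgCl2, DTT, BSA, heparin / Also added: peptide substrate plus 25 µM ATP (final) / Compound: 10 µM single point / Timing: kinase reaction with compound 60 min at room temperature / Detection: ADP-Glo luminescence / Benchmarks: DMSO neutral wells and GW8510 at 20 µM as positive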
# hERG rescue = hERG (human) protection from proarrhythmic block; CHO-hERG, FluxOR thallium flux, dofetilide IC70 present; activation (rescue from dofetilide block), less the hit threshold, % at 10 µM; AID 1511; 310,000 tested, 0.51% active;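 active means activation above the mean of controls blocked by dofetilide plus 5 SD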;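 further: thallium influx through hERG after potassium depolarization seen as dye fluorescence rise; in these data hits start at about 4.7%; inactives centre near -7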
# Target sequence (Q12809 whole entry, looked up): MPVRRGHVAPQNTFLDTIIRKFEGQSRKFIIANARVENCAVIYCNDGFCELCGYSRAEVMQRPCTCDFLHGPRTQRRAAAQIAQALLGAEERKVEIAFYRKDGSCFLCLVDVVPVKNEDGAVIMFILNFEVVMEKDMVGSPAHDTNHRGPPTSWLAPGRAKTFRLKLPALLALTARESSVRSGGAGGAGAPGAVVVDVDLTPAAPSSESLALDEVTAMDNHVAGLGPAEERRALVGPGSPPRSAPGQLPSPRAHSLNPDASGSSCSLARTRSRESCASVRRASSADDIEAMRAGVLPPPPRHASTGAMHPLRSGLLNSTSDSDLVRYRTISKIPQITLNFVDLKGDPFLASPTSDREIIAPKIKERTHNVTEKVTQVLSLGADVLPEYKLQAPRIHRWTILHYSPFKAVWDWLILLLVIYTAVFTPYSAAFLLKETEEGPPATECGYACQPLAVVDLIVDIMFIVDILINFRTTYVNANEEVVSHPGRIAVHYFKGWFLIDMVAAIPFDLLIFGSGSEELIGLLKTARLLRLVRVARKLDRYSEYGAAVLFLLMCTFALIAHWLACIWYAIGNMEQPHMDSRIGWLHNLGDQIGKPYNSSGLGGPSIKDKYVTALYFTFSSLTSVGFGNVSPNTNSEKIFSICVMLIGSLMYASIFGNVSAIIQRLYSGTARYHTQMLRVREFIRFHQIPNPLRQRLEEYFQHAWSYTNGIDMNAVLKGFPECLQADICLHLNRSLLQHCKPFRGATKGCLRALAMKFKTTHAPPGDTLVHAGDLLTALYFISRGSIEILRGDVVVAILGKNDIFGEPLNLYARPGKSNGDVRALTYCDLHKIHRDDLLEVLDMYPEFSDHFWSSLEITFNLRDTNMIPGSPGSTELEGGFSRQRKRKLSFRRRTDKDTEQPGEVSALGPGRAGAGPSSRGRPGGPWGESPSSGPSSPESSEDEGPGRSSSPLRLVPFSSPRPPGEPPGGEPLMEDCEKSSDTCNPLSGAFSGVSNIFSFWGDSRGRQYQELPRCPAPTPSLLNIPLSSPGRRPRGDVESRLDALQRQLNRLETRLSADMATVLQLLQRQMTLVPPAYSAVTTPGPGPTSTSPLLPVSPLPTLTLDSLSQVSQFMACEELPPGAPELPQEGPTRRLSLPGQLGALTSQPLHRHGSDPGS
# KCNK9 inh = human KCNK9 channel inhibition; HEK293 KCNK9, FluxOR thallium flux fluorescence; active compounds read low; B-score at 10 µM; 310,000 tested, 1.2% active; AID 488922;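 active means ratio B-score over 3 SD below the library mean, with starting fluorescence within 5 SD of its mean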;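 further: negative B-score means less thallium flux so channel inhibition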
# KCNQ1 pot = potentiates or activates the human KCNQ1 potassium channel; P51787; CHO-K1 KCNQ1, thallium flux FluxOR fluorescence; active compounds read high; B-score at 10 µM; 310,000 tested, 0.35% active;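 active means fluorescence ratio B-score, a plate-corrected score, at least three library SD, with initial intensity B-score within 5 SD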
#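 System: CHO-K1 cells stably expressing KCNQ1 / Medium: assay buffer for compound exposure, DMSO matched across wells / Reagent: thallium- and potassium-containing depolarizing buffer / Compound: one concentration, matched DMSO / Incubation: 20 min compound pretreatment at room temperature / Measured by: kinetic FluxOR fluorescence, 10 s baseline plus 110 s post-stimulus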
# HDAC3 inhib = human HDAC3 inhibition. AID 2718. recombinant HDAC3, fluorogenic peptide/trypsin coupled, fluorescence. inhibition, % at 8.3 µM. 320,000 tested, 0.15% active. O15379; in the data active means inhibition above about 26%, passing the limit was not always enough; inconclusive means no clear call, values can overlap the other calls
# DYRK1A inh = inhibitors of rat Dyrk1A kinase; Q63470; ADP-Glo luminescence, NFATc1 peptide; inhibition, % at 12.5 µM; 310,000 tested, 0.43% active; in the data active means inhibition above about 50%;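 further: plate controls were vehicle with enzyme for no effect and no enzyme for full effect; many of its hits are not listed in these tables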
# KCNQ1 block = inhibitors of human KCNQ1 potassium channel; P51787; CHO-K1 KCNQ1, FluxOR thallium flux fluorescence; active compounds read high; B-score at 10 µM; 310,000 tested, 1.3% active; AID 2642;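 active means compounds whose thallium flux B-score, printed positive for inhibition, exceeds three library SD while starting fluorescence stays within three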;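 further: channel opened by potassium depolarization with thallium stimulus after 20 min compound exposure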
# RGS4 pot = potentiators or activators of RGS4; B-score at 10 µM; HEK293 M3R/inducible RGS4, carbachol calcium flux Fluo4; active compounds read low; 310,000 tested, 0.92% active;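 active means B-score of the integrated calcium signal more than 4 SD below the library mean, with starting fluorescence not abnormally high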;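 further: negative B-score means reduced calcium response which marks RGS4 activation or potentiation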
#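 test system = HEK293 cells with stable M3R and inducible RGS4 | schedule = recording 10 s baseline at 1 Hz, 100 s post-agonist | technique = Fluo4-AM (2 µM) calcium-flux fluorescence, kinetic read | measure = Agonist-evoked peak-minus-minimum fluorescence over baseline, integrated ratio, B score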
# KCNK3 inh = human KCNK3 channel inhibition, primary screen; O14649; CHO-KCNK3 thallium flux, FluxOR fluorescence; active compounds read low; B-score at 10 µM; 340,000 tested, 0.84% active; AID 602410;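 active means B-score under library mean minus 4 SD, starting fluorescence ratio at most library mean plus 5 SD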;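 further: more negative B-score means stronger inhibition of thallium flux through KCNK3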
# PolyA inhibitor = yeast polyadenylation inhibition; S. cerevisiae SKY197-pL101 polyadenylation reporter, beta-gal luminescence; efflux-impaired pdr1/pdr3 knockout yeast; score 100 = 6 SD above DMSO; calls only at 12 µM; 300,000 tested, 0.02% active;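 active means lowest replicate activity score at least 50, where 100 means six control SD above control mean; inconclusive means lowest score under 50 but half or more replicates reach 50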;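 further: yeast exposed to compound for 9 h at 30 °C; higher score means more reporter readthrough which indicates perturbed polyadenylation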
# GSK3 alpha inh = blocks human GSK-3 alpha kinase; 320,000 tested, 0.1% active; AID 2650; ADP-Glo luminescence, 60 min; inhibition, % at 10 µM; P49840;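 in the data active means inhibition above about 50%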;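 further: GST-tagged GSK-3 alpha with peptide substrate and 25 µM ATP; 0% = DMSO neutral wells and 100% = GW8510 positive control wells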
# The depositor's hits bear a star; i = inactive; u = inconclusive; x = not tested or not shown.
# Each structure is followed by: DYRK1A inh, KCNK9 inh, RGS4 pot, KCNQ1 block, PolyA inhibitor, KCNQ1 pot, GSK3 alpha inh, GSK3B inh, HDAC3 inhib, KCNK3 inh, hERG rescue
1	Cc1nc2c(C#N)c[nH]n2c(=O)c1CCO
→ 5, i, i, i, i, i, 0, 0, -2, i, -10
2	O=C(NNc1ccc([N+](=O)[O-])cc1)c1ccco1
→ 2, i, i, i, i, i, 0, -2, -2, i, -1
3	O=C(CNS(=O)(=O)c1ccc(F)cc1)Nc1ccc(C(F)(F)F)cc1
→ -1, i, i, i, i, i, -2, -9, 2, i, -9
4	Cc1noc(NS(=O)(=O)c2ccc(NC(=O)C(F)(F)C(F)(F)C(F)(F)F)cc2)c1C
→ x, i, i, i, i, i, -3, 3, 5, i, -9
5	Cc1ccc(N(CCC#N)C(=O)COC(=O)C2=COCCO2)cc1
→ -1, i, i, i, i, i, -1, 8, -6, i, -11
6	O=C(NCc1ccccc1Cl)C1CCC(=O)N(C2CC2)C1 (centres undefined)
→ -2, i, i, i, i, i, -1, -2, -2, i, -7
7	C/C(=N\Nc1nccnc1Cl)c1ccc(Br)cc1
→ -2, i, i, i, x, i, -1, -27, 4, i, -4
8	CC(=O)Nc1ccc(C(=O)NNC(=O)CCc2ccccc2)cc1
→ -3, i, i, i, i, i, -7, 1, -3, i, -7
9	COc1ccc(S(=O)(=O)/N=C2\C=C(Nc3ccc(O)cc3)C(=O)c3ccccc32)cc1
→ 32, i, i, i, i, i, 6, -5, 20, i, -6
10	CCOC(=O)Nc1sc2c(c1C#N)CCC(C)C2 (centres undefined)
→ 7, i, i, i, i, i, -4, -4, 6, i, -6
11	CCOc1nc(S(=O)(=O)c2ccc(C)cc2)c(Cl)s1
→ 2, i, i, i, i, i, -3, 0, -11, i, -3
12	[O-][n+]1onc2c1CCc1c-2nn(-c2ccccc2Cl)[n+]1[O-]
→ -1, i, i, i, i, i, 15, -10, u, i, -3
13	CC(C)NS(=O)(=O)c1ccc(CCC(=O)N2CCCCC2)cc1
→ -1, i, i, i, i, i, -1, 2, 2, i, -5
14	CCOC(=O)c1cc2c(=O)n3ccccc3nc2n(C(C)C)c1=NC(=O)c1ccco1
→ -4, i, i, i, i, i, 3, -1, -77, i, -15
15	CC1(C)CC(=O)C(C=NCCN2CCN(CC(=O)Nc3ccccc3)CC2)=C(O)C1
→ 2, i, i, i, i, i, 0, 1, 7, i, -6
16	COC(=O)c1c(NC(=O)C2(C)Cc3ccccc3C(=O)O2)sc2c1CCCC2 (centres undefined)
→ 5, i, i, i, i, i, -2, 2, 0, i, -10
17	CC(=O)N1CCCc2cc(S(=O)(=O)NC(C(=O)NCc3ccc(C)cc3)C(C)C)ccc21 (centres undefined)
→ -1, i, i, i, i, i, -1, 2, -7, i, -6
18	O=C(NC1CC1)C1CC(=O)N(c2cccc(Cl)c2Cl)C1 (centres undefined)
→ -10, i, i, i, i, i, -1, 2, -6, i, -8
19	COc1cc(S(=O)(=O)NC2CCCCC2)ccc1Cl
→ 5, i, i, i, i, i, -2, 0, 1, i, -6
20	COc1ccc(OC)c(NC(=O)Nc2nnc(N3CCCCC3C)s2)c1 (centres undefined)
→ -2, i, i, i, i, i, 0, -6, 5, i, -13
21	CCOC(=O)c1ccc(NC(=O)CCS(=O)(=O)c2cccc3nonc23)cc1
→ -6, i, i, i, i, i, -2, -5, -2, i, -6
22	Cc1ccc2oc(=O)c3cnn(CC(=O)N4CCN(c5ccccc5)CC4)c3c2c1
→ -6, i, i, i, i, i, 4, 2, 0, i, -9
23	CC(=O)c1sc(NC(=O)c2cccnc2Cl)nc1C
→ 2, i, i, i, i, i, 0, 1, 6, i, -15
24	Cc1cc(=O)oc(C)c1C(=O)NC1CCCCCCC1
→ x, i, i, i, i, i, 3, -1, 0, i, -11
25	O=C(CNC(=O)N1CC(=O)Nc2ccccc21)NCc1ccc(Cl)cc1
→ x, i, i, i, i, i, 7, 3, 1, i, -6
26	CCN1CCC(C(N)=O)CC1
→ 6, i, i, i, i, i, -2, 5, -5, i, -3
27	COc1ccc(CCNC(=O)COC(=O)/C=C/c2ccc(OC)c(OC)c2)cc1
→ 6, i, i, i, i, i, -1, 3, 3, i, -5
28	CCCC(=O)c1cc(F)c(N2CCOCC2)cc1C
→ -1, i, i, i, i, i, 0, 0, -1, i, -10
29	Cc1ccc(CNc2nc(N)c([N+](=O)[O-])c(Nc3ccc(F)cc3)n2)cc1
→ -8, i, i, i, i, i, -2, -1, 2, i, -8
30	Cc1cc(=O)n2nc(N3CCCC(C(=O)NCc4ccccc4)C3)sc2n1 (centres undefined)
→ -4, i, i, i, i, i, 0, 0, -3, i, -9

# Record cards, as listed above:
# CCN1CCC(C(N)=O)CC1 reads DYRK1A inh = 6; KCNK9 inh = i; RGS4 pot = i; KCNQ1 block = i; PolyA inhibitor = i; KCNQ1 pot = i; GSK3 alpha inh = -2; GSK3B inh = 5; HDAC3 inhib = -5; KCNK3 inh = i; hERG rescue = -3
# Cc1cc(=O)oc(C)c1C(=O)NC1CCCCCCC1 reads DYRK1A inh = x; KCNK9 inh = i; RGS4 pot = i; KCNQ1 block = i; PolyA inhibitor = i; KCNQ1 pot = i; GSK3 alpha inh = 3; GSK3B inh = -1; HDAC3 inhib = 0; KCNK3 inh = i; hERG rescue = -11

# (list continues)
# Each structure is followed by: DYRK1A inh, KCNK9 inh, RGS4 pot, KCNQ1 block, PolyA inhibitor, KCNQ1 pot, GSK3 alpha inh, GSK3B inh, HDAC3 inhib, KCNK3 inh, hERG rescue
31	CCN(CC)S(=O)(=O)c1cccc(N2CC(O)=C(c3ccccc3)C2=N)c1
→ 11, i, i, i, i, i, -1, -26, 3, i, -9
32	CC1CCC(NCc2ccco2)CC1 (centres undefined)
→ -2, i, i, i, i, i, -2, -2, -4, i, -1
33	COc1cccc(C2N(c3cccc(Cl)c3)C(=O)C3CCCN32)c1 (centres undefined)
→ 8, i, i, i, i, i, x, 1, -5, i, -14
34	COc1ccc(CNC(=O)c2ccccc2SCC(=O)N2CCCC2)cc1OC
→ -4, i, i, i, i, i, 1, 2, 3, i, -23
35	Cc1c(C(=O)NCc2cccnc2)oc2ccccc12
→ 8, i, i, i, i, i, 1, -4, 0, i, -3
36	COc1ccc(NC(=O)c2nc(C)c(C3(C)CC(c4cccnc4)=NO3)s2)cc1 (centres undefined)
→ 1, i, i, i, i, i, 0, -2, 5, i, -4
37	O=C(O)CCCCCNS(=O)(=O)c1ccc(Cl)cc1
→ 40, i, i, i, i, i, -2, 3, -15, i, -2
38	CC(=O)NC(Cc1c[nH]c2ccccc12)C(=O)OCC(=O)Nc1cc(C)on1 (centres undefined)
→ 0, i, i, i, i, i, -4, 0, -2, i, -7
39	O=c1c(C=NCCCO)c(-c2ccccc2)[nH]n1-c1nc2ccccc2s1
→ 2, i, i, i, i, i, -1, 1, 4, i, -25
40	COC(=O)c1c(C)nc(C)c(C(=O)OC)c1-c1cccs1
→ x, i, i, i, i, i, -1, -2, 4, i, 8.1*
41	CC(=O)Nc1cc2nn(-c3ccccc3)nc2cc1C
→ 5, i, i, i, i, i, 0, -1, -21, i, -1
42	CCn1c(COc2cccc3ccccc23)nnc1SCC(N)=O
→ -2, i, i, i, i, i, 0, -6, u, i, -3
43	O=C(Nc1ccccc1Oc1ccsc1C(=O)O)c1ccccc1
→ -8, i, i, i, i, i, -2, 2, 2, i, -6
44	Cc1ccc(CCC2C3=C(CCCC3=O)OC3=C2C(=O)CCC3)cc1
→ 0, i, i, i, i, i, -1, -2, -1, i, -3
45	Cc1ccc(C(=O)C(C)OC(=O)Cn2[nH]c(=O)c3ccccc3c2=O)cc1 (centres undefined)
→ 2, i, i, i, i, i, 2, 0, 4, i, -10
46	Clc1ccc(Cl)c(-c2ccc(/C=N/c3ncn[nH]3)o2)c1
→ 3, i, i, i, i, i, -2, 6, 5, i, -10
47	CC(C)CN(C(=O)COC(=O)Cn1cnc2ccccc2c1=O)C1CCS(=O)(=O)C1 (centres undefined)
→ 2, i, i, i, i, i, x, 2, 5, i, -6
48	CCn1c2ccccc2c2cc(NC(=O)CNC)ccc21
→ 10, i, i, i, i, i, -3, 0, 0, i, -12
49	CCc1ccc(OCCCC(=O)Nc2ccc(N3CCOCC3)cc2)cc1
→ 4, i, i, i, i, i, -1, -2, 4, i, -15
50	Cc1cc(C)c2c(n1)sc1c(=O)n(-c3ccccc3)c(=O)[nH]c12
→ 9, i, i, i, i, i, 0, -3, -43, i, -6
51	Cc1ccccc1-n1ncc2c1CC(C)(C)CC2NC(=O)c1cn[nH]c1C (centres undefined)
→ 0, i, i, i, i, i, x, 2, x, i, -11
52	CC1=C(C(N)=O)C(c2ccco2)C(C(N)=O)=C(C)N1
→ 4, i, i, i, i, i, 3, 0, 0, i, -9
53	Cc1ccc(-n2c(C)c([N+](=O)[O-])c3ccc(O)cc32)cc1
→ x, i, i, i, i, i, 1, -2, 5, x, -6
54	O=C(NC1CCN(C(=O)C2CCCCC2)CC1)c1ccccc1
→ -5, i, i, i, i, i, -2, 3, 3, i, -3
55	Oc1ccccc1N=Cc1c(O)ccc2oc3c(c12)CCCC3
→ -2, i, i, i, i, i, 1, 1, 1, i, -15
56	COc1ccc(OC)c(CCNC(=O)Cn2cccc2C(=O)c2ccccc2)c1
→ 4, i, i, i, i, i, 1, 1, -3, i, -6
57	Cc1ccc(NC(=O)C2CCN(c3nc(C)cc(C)n3)CC2)cc1
→ -1, i, i, i, i, i, -1, 1, -3, i, -11
58	COc1ccccc1CNC(=O)[C@H](C)NC(=O)C1CCN(C(=O)[C@H](CCSC)NC(=O)OC(C)(C)C)CC1
→ -3, i, i, i, x, i, -1, 2, -1, i, -6
59	CCC(=O)N1CCN(c2ccccc2NC(=O)COc2ccc(C(C)C)cc2)CC1
→ -2, i, i, i, i, i, -3, 2, x, i, -7

# Of the compounds above, these have a COOH group.
# Each structure is followed by: DYRK1A inh, KCNK9 inh, RGS4 pot, KCNQ1 block, PolyA inhibitor, KCNQ1 pot, GSK3 alpha inh, GSK3B inh, HDAC3 inhib, KCNK3 inh, hERG rescue
37	O=C(O)CCCCCNS(=O)(=O)c1ccc(Cl)cc1
→ 40, i, i, i, i, i, -2, 3, -15, i, -2
43	O=C(Nc1ccccc1Oc1ccsc1C(=O)O)c1ccccc1
→ -8, i, i, i, i, i, -2, 2, 2, i, -6

# Some of the compounds tested, so the mix of outcomes need not match the whole.
